GLS inh – blocks human kidney-isoform glutaminase activity. Potency, µM (highest dose often 45.5 µM), for the others: at the top dose activity change, negative = inhibition, most hits filed as inhibitors. GLS enzymatic activity, qHTS titration. hit rate 0.21% among 410,000. AID 624170. O94925; note: % is set by controls: 0 for no effect and ±100 for the full control effect
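Two-point fluorescence kinetic (t0, 30 min RT) for hKGA; glutamate detected via glutamate oxidase–HRP–Amplex Red. Substrate: 1 mM L-glutamine solution; buffer 45 mM KH2PO4, pH 8.2.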
PGK inhibitor – inhibitors of T. brucei phosphoglycerate kinase; P07378; AID 602233; hit rate 0.043% among 380,000; Potency, µM (series often up to 57.5 µM), for the others: at the top dose activity change, negative = inhibition, hits mostly inhibitors; PGK/GAPDH coupled, Kinase-Glo luminescence, 60 min; note: % is set by controls: 0 for no effect and ±100 for the full control effect; nearly all actives have a fitted effect of over 60% in size
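Recombinant glycosomal PGK reaction used 1,3-bisphosphoglycerate generated in-well by GAPDH (100nM final) in 100mM TEA pH 7.6, 5mM MgCl2, 0.01% Tween-20. After 60 minutes at room temperature, ATP was read by Kinase-Glo Plus luminescence end-point.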
JMJD2A Tudor – blocks the human JMJD2A Tudor domain | O75164 | AlphaScreen JMJD2A-Tudor / H3K4me3 peptide binding | Potency, µM (series often up to 114 µM), for inactives: at the highest dose activity change, negative = inhibition, most hits filed as inhibitors | hit rate 4.4% among 390,000 | AID 504339; note: % is set by controls: 0 for no effect and ±100 for the full control effect; nearly all actives have a fitted effect of over 50% in size
HP1b binding inh – blocks HP1-beta chromodomain binding to methylated histone tails. P83916. AlphaScreen HP1-beta / biotin-H3K9me3 peptide binding. Potency, µM (doses to about 114 µM), for the others: at the highest dose activity change, negative = inhibition, usual class: inhibitors. hit rate 0.56% among 390,000. AID 540317; note: nearly all actives have a fitted effect of over 70% in size; inactives centre near 23
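Compound inhibition of the preformed complex between 50 nM HP1-beta and 50 nM biotinylated H3K9me3 peptide was read by AlphaScreen. Buffer was PBS pH 7.4 with 0.01% Tween-20. Incubations ran 30 min at room temperature, with 10 ug/mL donor/acceptor beads.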
Pin1 inh – blocks the human prolyl isomerase Pin1. Q13526. Pin1 FP peptide displacement, HiFluor488, 10 min. Potency, µM (series often up to 115 µM), for inactives: top-dose activity, negative = inhibition, hits mostly inhibitors. hit rate 0.009% among 390,000; active = well fitted inhibition curve with a large enough effect in the polarisation, with a control signal flat, not every such curve was filed as active; inconclusive = small, poorly fitted or top-dose-only effect, or effect the other way, or a change in a side signal; inactive = no such curve, though single readings can be large or run the other way; the % refers to the polarisation; note: % is set by controls: 0 for no effect and ±100 for the full control effect
Pol iota inh – inhibitors of human DNA polymerase iota. Q9UNA4. Pol iota fluorescent replication assay, 10 min. Potency, µM (titrated, usually from 115 µM), inactives show at the top dose activity, negative = inhibition, actives largely listed as inhibitors. hit rate 1% among 390,000
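Pol iota at 10 nM preincubated 15 min with compounds at room temperature; reaction started with fluorescent substrate, 50 nM final. Fluorescence read kinetically at 0 and 10 min; buffer-only wells as negative control.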
G9a block – inhibitors of human histone lysine methyltransferase G9a. hit rate 8.8% among 350,000. Potency, µM (highest dose often 102 µM), for inactives: at the top dose activity, negative = inhibition, actives largely listed as inhibitors. Q96KQ7. G9a H3K9 monomethylation, AlphaScreen, 2 h; note: % is set by controls: 0 for no effect and ±100 for the full control effect; nearly all actives have a fitted effect of over 75% in size
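Compounds were preincubated with 20 nM G9a for 15 min, after which biotinylated H3K9 peptide (500 nM) and SAM (20 uM) started a 2 h room-temperature reaction. Monomethylated product was quantified by antibody-based AlphaScreen chemiluminescence.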
BAZ2B inh – inhibitors of human BAZ2B bromodomain | Q9UIF8 | AlphaScreen BAZ2B-H3K14Ac peptide displacement | Potency, µM (titrated, usually from 114 µM), for inactives: at the top dose activity change, negative = inhibition, hits mostly inhibitors | hit rate 4.4% among 360,000; note: % is set by controls: 0 for no effect and ±100 for the full control effect; nearly all actives have a fitted effect of over 60% in size
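Compounds, titrated to a top concentration of 110 uM, were incubated 30 min at room temperature with preformed BAZ2B/acetyl-K14 H3 peptide complex (50 nM each). Proximity signal was measured by AlphaScreen after 20 min with beads.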
BLM helicase inh – inhibitors of human Bloom syndrome helicase BLM. recombinant BLM DNA unwinding, fluorescence dequenching. Potency, µM (titrated, usually from 56.1 µM), without a hit: at the top dose activity change, negative = inhibition, usual class: inhibitors. hit rate 0.2% among 350,000. AID 2528;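 note: plate controls were vehicle for no effect and no enzyme for full effect; nearly all actives have a fitted effect of over 35% in size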
The depositor's hits bear a star; i = inactive; ? = inconclusive; . = no result given; & = joins results of further samples; [ ] = remark or other dose. Unless noted, calls come from the whole dose curve; as a rule, active = well fitted curve in the direction sought with a large enough effect; inconclusive = small, poorly fitted or top-dose-only effect, or another doubt; inactive = no such curve, though single readings can be large; an effect the other way counts as inactive or inconclusive. Potency is the fitted concentration of half-maximal effect.

GLS inh,SMILES,PGK inhibitor,JMJD2A Tudor,HP1b binding inh,Pin1 inh,Pol iota inh,G9a block,BAZ2B inh,BLM helicase inh
6%,Cc1cccc(NC(=O)Cn2c(O)c(N=NC(=O)c3ccccc3O)c3ccccc32)c1,-17%,?,22%,-16%,91%[activator],-6%[59 µM],79µM*,-24%
-15%,c1ccc(OCCn2cnc3ccccc32)cc1,-4%,-3%,43%[activator],-4%,21%,-10%[59 µM],6%,-1%
-18%,FC(F)(F)c1ccc2nnc(-c3c(Cl)cccc3Cl)n2c1,-5%,-21%[57.1 µM],?,-5%,21%,45µM*,-4%[57.1 µM],-3%
-1%,Cc1ccc(S(=O)(=O)N2CCN(C3CC(=O)N(Cc4ccccc4)C3=O)CC2)cc1C (stereo unspecified),.,-12%,21%,1%,-7%,20%[59 µM],1%,-4%
5%,CCCCOC(=O)CCn1c(=S)oc2ccccc21,5%,52%[activator],118%[activator],6%,15%,129%[activator],75%[activator],-6%
-10%,COc1ccc2[nH]c(C(=O)Nc3ccc(C)c(F)c3)cc2c1,i,-6%,22%,4%,30%[activator],.,-13%,-4%
0%,C/C(CCc1ccccc1)=N\NC(=O)c1ccccc1,1%,-4%,13%,3%,34%[activator],3%[59 µM],2%,-1%
1%,COC(=O)c1ccccc1OCCCCN1CC(C)OC(C)C1 (stereo unspecified),1%,1.8µM*,?,1%,24%,3.5µM*,35µM*,-1%
1%,COc1ccc(C(CNC(=O)c2cccc(S(=O)(=O)Nc3ccc(F)cc3)c2)N2CCCCC2)cc1 (stereo unspecified),-4%,-23%,4%,-9%,5%,.,.,.
-1%,COC(=O)c1nnn(-c2ccsc2C(=O)OC)c1C(=O)OC,1%,4%,33%,-2%,126%[activator],15%,4%,-4%
4%,COc1ccc(OCC(=O)Nc2ccc3c(c2)nc(CCN2CCCCC2)n3C)cc1,8%,-12%,16%,-1%,8%,15%,-3%,-2%
-3%,CCc1ccc(NC(=O)C2CCCN(c3nnc(C)c4c(C)n(-c5ccccc5)nc34)C2)cc1 (stereo unspecified),-8%,6%,70%[activator],1%,18%,?,1%,-1%
-17%,CCN1CC=C2C(C1)C(c1ccc(Cl)s1)C(C#N)=C(N)C2(C#N)C#N (stereo unspecified),-1%,-29%,11%,?,?,-23%[59 µM],.,-1%
-1%,Cc1cccc(NC(=O)c2ccc([N+](=O)[O-])s2)c1C,3%,-12%,27%,1%,60%[activator],-9%,-3%,6%
6%,O=C(Nc1ccccc1Cc1ccccc1)c1ccc2c(c1)SC1=NS(=O)(=O)CCN12,-9%,-18%,26%,29%,-16%,?,7%,6%
0%,Cc1ccc(S(=O)(=O)CCC(=O)NCc2ccc(Cl)cc2)cc1,2%,-5%,30%,-5%,17%,18%,1%,5%
2%,O=C(CN1CCN(Cc2ccccc2Cl)CC1)N/N=C/c1ccccn1,-11%,-11%,27%,-10%,?,50µM*,2%,1%
8%,CN1C(=O)N(c2nnc(C(C)(C)C)s2)C(=O)C1c1ccccc1 (stereo unspecified),5%,-7%,5%,1%,20%,1%,-12%,-1%
9%,COc1cc(NC(=O)c2ccccc2OCc2ccccc2)cc(OC)c1OC,-1%,-19%,35%,-4%,?,27%,4%,-5%
2%,COCCCNC(=O)/C(C#N)=C/c1c(N2CCN(C)CC2)nc2c(C)cccn2c1=O,-1%,-14%,3%,-6%,130%[activator],15%[2.33 µM],5%,1%
-26%,Cc1nc(SCC(=O)Nc2cc(C)on2)c2c3c(sc2n1)CCCC3,4%,-2%,9%,6%,-2%,-46%[12.7 µM],1%,0%
-3%,CS(=O)(=O)N1N=C(c2cccs2)CC1c1ccc(F)cc1 (stereo unspecified),-1%,-10%[11.4 µM],49%[activator],9%,15%,.,18%,-11%
5%,O=S(=O)(c1cccc(Cl)c1)c1nnn2c1nc(NC1CCCCCC1)c1sccc12,2%,-12%,47%[activator],-4%,38%[activator],23%[59 µM],7%,-3%
-15%,COCc1c(C(=O)Nc2cccc(S(=O)(=O)N3CCCCC3)c2)oc2ccccc12,0%,-23%,26%,26%,45%[activator],.,.,.
8%,CSc1ccc(CN(C)C(=O)c2cc(=O)c3ccccc3o2)cc1,4%,-17%,-5%,-4%,1%,-4%,-7%,0%
-1%,S=C(NC1CCCCC1)N1CCc2ccccc2C1,-2%,-4%,36%,-2%,29%,0%[59 µM],-4%,-1%
26%,COc1cc(/C=N/NC(=O)c2cccnc2)ccc1OC(=O)c1ccc([N+](=O)[O-])cc1,3%,-21%,65%[activator],?,?,9%[59 µM],?,-28%
0%,CCOC(=O)c1c(C)oc2nc(C)nc(N(CC(C)C)CC(C)C)c12,i,-6%,-14%,31%[activator],-7%,?,?,-7%
-14%,COC(=O)c1cc(C)[nH]c2c(C)cc3nc4ccccc4c3c12,-9%,93%[activator],227%[activator],-2%,8%,31%[0.501 µM],82%[activator],-10%
-5%,COc1ccc(-c2[nH]ncc2N=Nc2ccccc2)cc1,-7%,28µM*,?,?,36%[activator],50µM*,35µM*,-11%

A second format for some results above.
| structure | GLS inh | PGK inhibitor | JMJD2A Tudor | HP1b binding inh | Pin1 inh | Pol iota inh | G9a block | BAZ2B inh | BLM helicase inh |
| --- | --- | --- | --- | --- | --- | --- | --- | --- | --- |
| COC(=O)c1ccccc1OCCCCN1CC(C)OC(C)C1 (stereo unspecified) | 1% | 1% | 1.8µM* | ? | 1% | 24% | 3.5µM* | 35µM* | -1% |
| COc1ccc(C(CNC(=O)c2cccc(S(=O)(=O)Nc3ccc(F)cc3)c2)N2CCCCC2)cc1 (stereo unspecified) | 1% | -4% | -23% | 4% | -9% | 5% | . | . | . |
| COC(=O)c1nnn(-c2ccsc2C(=O)OC)c1C(=O)OC | -1% | 1% | 4% | 33% | -2% | 126%[activator] | 15% | 4% | -4% |
| COc1ccc(OCC(=O)Nc2ccc3c(c2)nc(CCN2CCCCC2)n3C)cc1 | 4% | 8% | -12% | 16% | -1% | 8% | 15% | -3% | -2% |

Other structures:
GLS inh,SMILES,PGK inhibitor,JMJD2A Tudor,HP1b binding inh,Pin1 inh,Pol iota inh,G9a block,BAZ2B inh,BLM helicase inh
-6%,C[C@@H](CN=[N+]=[N-])CN1CC[C@H](O)CCC1=O,-1%,-4%,100%[activator],-5%,25%&35%,.,-1%,-1%
3%,CCc1ccc(-c2cc(C)no2)cc1S(=O)(=O)N1CCC(C)CC1,-5%,16%,64%[activator],5%,-9%,72%[activator],6%,-10%
0%,CCCCNC(=O)CSc1nc2ccsc2c(=O)n1CCCC(=O)NCCc1ccc(S(N)(=O)=O)cc1,-4%,-15%,28%,-9%,25%,-32%,.,0%
9%,CCN(CC)C(=O)Oc1cc(=O)n(C)c2ccccc12,-6%,-21%,12%,-4%,11%,1%,0%,3%
-11%,O=C(CSc1nnc(CNC(=O)c2cccs2)o1)Nc1ccc(F)cc1F,i,5%,53%[activator],-3%,14%,-5%,-4%,2%
6%,COc1ccccc1OCC(=O)Nc1c(C(=O)c2ccc(F)cc2)oc2ccccc12,7%,-5%,17%,-2%,13%,-3%[59 µM],-1%,0%
-1%,COCCN(C(=O)COC(=O)/C=C/c1ccc2c(c1)OCO2)c1c(N)n(Cc2ccccc2)c(=O)[nH]c1=O,-4%,-9%,-12%,15%,31%[activator],5%[0.501 µM],-1%,.
-2%,CC1CCCN(CC(=O)Nc2ccc(S(=O)(=O)N3CCCCCC3)cc2)C1 (stereo unspecified),0%,-15%,14%,3%,-9%[58.9 µM],11%[2.33 µM],3%,-1%
-3%,COc1cccc(C(C(=O)NC2CCCCC2)N(C(=O)CNC(=O)c2ccco2)c2cccnc2)c1 (stereo unspecified),-2%,-9%,23%,-1%,58%[activator],-12%[59 µM],1%,-3%
3%,CCCC(=O)Nc1ccc(Nc2ccccc2)cc1,i,-10%,?,3%,19%,?,?,-3%
-6%,CCN(CC(=O)NC(C)C)C(=O)C(CCSC)NC(=O)c1ccccc1OC (stereo unspecified),2%,-4%,11%,4%,109%[activator],-4%,-16%,2%
2%,CSc1nnc(-c2ccncc2)n1/N=C/c1cn(-c2ccccc2)nc1-c1ccc(Cl)cc1,-3%,-20%,1%,-3%,58%[activator],-37%[59 µM],?,-11%
0%,COc1ccccc1NC(=O)CSc1nc2ccccc2c(=O)n1C,-8%,5%,61%[activator],9%,-7%,31%[0.501 µM],54%[activator],0%
16µM*,Cc1oc2c(cc(NS(=O)(=O)c3ccc(Cl)cc3)c3ccccc32)c1C(=O)O,-9%,?,-11%,?,46%[activator],-9%[0.501 µM],-36%,-12%
-4%,O=C(CN(C(=O)c1csnn1)c1cccc(Cl)c1)NC1CCCC1,-9%,8%,17%,-8%,131%[activator],5%,-19%,-3%
8%,COc1ccc(-c2nn(CC(=O)N(C)C)c(=O)c3ccccc23)cc1,6%,-13%,-1%,-4%,18%,-3%[12.7 µM],-4%,0%
0%,COc1cc(OC)c2c(-c3cccc(-c4sccc4C(C)=O)c3)cc(=O)oc2c1,-5%,-15%,37%,-1%,43%[activator],7%[59 µM],.,-2%[75.6 µM]
-12%,COc1ccc(C(=O)Nc2ccc(-c3nnc4n3CCCCC4)cc2)cc1OC,i,-19%,-16%,-6%,?,-4%[59 µM],-11%,-14%
-1%,COCCc1nn2c(=O)cc(COC(=O)C(c3ccccc3)c3ccccc3)nc2s1,-9%,-5%,57%[activator],-1%,-20%,26%[59 µM],-3%,-2%
-1%,O=C(NCC(c1cccs1)N1CCOCC1)c1cccc([N+](=O)[O-])c1 (stereo unspecified),-9%,0%,20%,-3%,200%[activator],?,-6%,-2%
10%,COc1ccccc1CNC(=O)CCS(=O)(=O)c1ccc(Cl)cc1,1%,-8%,16%,2%,7%,31%[0.501 µM],8%,.
6%,Cc1c(Cl)cccc1N1C(=O)c2ccccc2C1=O,4%,7%,36%,-1%,-4%[58.9 µM],8%[59 µM],-3%,-1%
-2%,C#Cc1ccc(C(=O)NCc2ccc(N3CCCC3=O)cc2)cc1,-6%,-32%,24%,?,?,-4%,-17%,?
9%,Cc1cc(F)ccc1NCC(=O)Nc1ccc(Br)cc1C,-4%,?,-16%,-1%,1%,?,?,-6%
5%,COc1cc(Cl)c(C)cc1NC(=O)CSc1cc(-c2ccccc2)nc(C)n1,-2%,17%,73%[activator],4%,20%,18%[59 µM],17%,-7%

Screening results from PubChem BioAssay.

Only part of the results is shown (hit frequency here may not be typical).
